COUP-TFII inh: NR2F2 (human) inhibition, primary screen. P24468. HEK293T NGFI-A luciferase reporter, luminescence. inhibition, % at 8.6 µM. 0.7% of 370,000 active. AID 686940;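 active = inhibition above a per-plate cutoff, mean inhibition of test wells between control levels plus 3 SD, cut at about 38% in these data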;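 also: cells cotransfected with COUP-TFII expression vector driving the NGFI-A reporter; 0% = median of COUP-TF2 test wells and 100% = reporter-only cells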
NCOA1 inh: inhibitors of human steroid receptor coactivator 1 (SRC1); HEK293 GAL4-SRC1 luciferase reporter, luminescence; inhibition, % at 3.6 µM; 0.12% of 360,000 active;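 active = inhibition above the campaign mean plus 3 SD, with each screening campaign given its own cutoff, cut at about 60% in these data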;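 also: 0% = DMSO treated cells and 100% = gossypol at 36 µM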
NR5A2 inv ag: suppresses constitutive activity of human LRH-1 | O00482 | HEK293T StAR-luciferase reporter, LRH-1 transfected, 24 h | inhibition, % at 3.6 µM | 0.13% of 360,000 active;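 active = inhibition above the mean inhibition of all tested compounds plus 3 SD, cut at about 73% in these data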;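 also: 0% = DMSO wells and 100% = reporter-only cells lacking LRH-1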
MC4R antag cAMP: antagonists of human melanocortin 4 receptor (MC4R); inhibition, % at 6.5 µM; MC4R-expressing cells, MTII-stimulated cAMP, LANCE TR-FRET; 0.48% of 360,000 active;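 active = inhibition above its plate's cutoff, the mean of tested wells on that plate plus 3 SD, cut at about 29% in these data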;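 also: 0% = Melanotan II alone and 100% = Melanotan II plus saturating MCL0020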
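Assay system: U2OS cells stably expressing human melanocortin 4 receptor (MC4R) / Dosing: 6.5 µM / Timing: compound 30 min, challenge 1 h, detection 1 h / Measured by: Eu-cAMP/anti-cAMP TR-FRET, emission 671 nm / Replicates: singlicate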
SRC3 inh: human NCOA3 inhibition | HEK293 GAL4-SRC3 luciferase reporter, luminescence | inhibition, % at 3.6 µM | 0.17% of 360,000 active | Q9Y6Q9;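 active = inhibition above a per-campaign cutoff, the mean of all compounds plus 3 SD, cut at about 60% in these data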;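 also: 0% = DMSO-treated cells and 100% = gossypol-treated cells at 36 µM; higher means less SRC3-driven luciferase light from the GAL4 reporter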
SRC2 inh: inhibits human steroid receptor coactivator 2; inhibition, % at 9 µM; Q15596; 0.17% of 370,000 active; HEK293 GAL4-SRC2 luciferase reporter, luminescence;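 active = inhibition above the mean inhibition of all tested compounds plus 3 SD, set per campaign, cut at about 52% in these data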;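 also: 0% = DMSO treated cells and 100% = cells given Gossypol at 36 µM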
NOD2-RIPK2 inh: blocks binding of human NOD2 to RIPK2 | O43353 | CHO BLA complementation NOD2-RIPK2, CCF4 ratio | inhibition, % at 4.98 µM | 0.38% of 360,000 active | AID 624267; in the data active = inhibition above about 21%;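 also: 0% = vehicle only and 100% = reference blocker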
MC4R barr agon: activates human MC4R beta-arrestin recruitment; 0.98% of 360,000 active; U2OS MC4R beta-arrestin complementation, luminescence; percent of melanotan II response, DMSO zero; activation, % at 8.9 µM; AID 540308; P32245;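 active = activation above a per-plate cutoff, the mean activation of sample wells on that plate plus 3 SD, cut at about 8% in these data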
LMP1 NFkB inh: Epstein-Barr LMP1 NF-kappaB reporter inhibition; LMP1-induced NF-kappaB luciferase reporter cells, luminescence; inhibition, % at 12.5 µM; 0.69% of 350,000 active; in the data active = inhibition above about 41%;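 also: 0% = neutral control wells and 100% = reference inhibitor control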
TLR9-MyD88 inh: TLR9-MyD88 interaction inhibition | Q9NR96+Q99836 | CHO BLA complementation TLR9-MyD88, CCF4 FRET ratio | inhibition, % at 4.98 µM | 0.21% of 340,000 active | AID 504734;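 active = inhibition above the mean over all tested compounds plus 3 SD, cut at about 21% in these data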;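 also: 0% = DMSO only wells and 100% = clavulanate BLA inhibitor control wells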
ABHD5-PLIN5 inh: blocks binding of human ABHD5 to perilipin-5 | Split G. princeps luciferase complementation, luminescence, 4 h | Q00G26+Q8WTS1 | inhibition, % at 4 µM | AID 602281 | 0.78% of 360,000 active;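 active = inhibition above the mean inhibition across every tested compound plus 3 SD, cut at about 22% in these data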;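 also: 0% = DMSO only wells and the 100% control is not disclosed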
Target sequence (Q00G26 whole entry, looked up): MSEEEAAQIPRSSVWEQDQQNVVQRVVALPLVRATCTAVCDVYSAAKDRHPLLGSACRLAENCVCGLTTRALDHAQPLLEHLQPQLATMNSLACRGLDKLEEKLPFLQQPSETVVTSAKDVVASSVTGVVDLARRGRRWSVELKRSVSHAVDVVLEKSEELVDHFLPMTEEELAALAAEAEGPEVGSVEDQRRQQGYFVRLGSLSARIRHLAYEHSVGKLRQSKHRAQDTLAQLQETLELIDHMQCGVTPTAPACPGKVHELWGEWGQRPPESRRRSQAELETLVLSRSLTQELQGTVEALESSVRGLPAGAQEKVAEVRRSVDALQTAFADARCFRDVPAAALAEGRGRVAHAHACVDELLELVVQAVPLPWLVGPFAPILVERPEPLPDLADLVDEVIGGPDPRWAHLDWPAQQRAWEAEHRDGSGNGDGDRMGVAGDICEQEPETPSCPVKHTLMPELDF
Target sequence (Q8WTS1 whole entry, looked up): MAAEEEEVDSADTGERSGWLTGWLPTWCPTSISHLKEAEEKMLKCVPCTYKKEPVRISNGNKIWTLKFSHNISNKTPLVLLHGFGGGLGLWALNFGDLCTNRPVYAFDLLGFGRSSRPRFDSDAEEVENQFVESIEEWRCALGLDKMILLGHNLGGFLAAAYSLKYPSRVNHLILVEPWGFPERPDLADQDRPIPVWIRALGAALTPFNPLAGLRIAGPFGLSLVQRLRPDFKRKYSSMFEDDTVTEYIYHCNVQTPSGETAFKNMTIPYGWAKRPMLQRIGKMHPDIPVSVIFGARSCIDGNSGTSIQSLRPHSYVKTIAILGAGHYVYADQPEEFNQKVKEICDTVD
Numbers without * were called inactive; . = no result given. Some of the compounds tested; rates above refer to the full screens.

SMILES	COUP-TFII inh	NCOA1 inh	NR5A2 inv ag	MC4R antag cAMP	SRC3 inh	SRC2 inh	NOD2-RIPK2 inh	MC4R barr agon	LMP1 NFkB inh	TLR9-MyD88 inh	ABHD5-PLIN5 inh
O=C(Nc1cccc(C(=O)O)c1)/C(=C\c1ccc2c(c1)OCO2)NC(=O)c1ccc(Br)o1	10	-28	-25	20	-11	-21	3	-0.6	-8	-4	-7
Cc1cccc(C(=O)N(Cc2ccc(C)o2)C2CCS(=O)(=O)C2)c1 (configuration not stated)	-2	-9	-20	7	8	1	-8	-1.1	-2	-21	1
OCc1cccc(Nc2ncnc3sc4c(c23)CCCCC4)c1	6	-6	4	3	5	0	-4	1.0	-6	10	-1
CC(C)C(NS(=O)(=O)c1ccc(Br)s1)C(=O)O (configuration not stated)	16	-43	-8	6	-27	-5	-3	-1.4	2	-4	0
Cc1ccccc1OCCC(=O)OCC(=O)NC1CC1	7	-1	12	6	-13	-4	-10	-2.6	9	-1	5
CC(=O)N=c1sc2ccccc2n1C	-12	-3	-5	-2	7	-8	-12	0.4	6	-4	6
O=C1c2ccccc2NC(c2ccncc2)N1c1ccccn1 (configuration not stated)	13	2	-28	12	5	-1	7	0.1	-11	-3	5
O=C(C1CCCN(Cc2ccccc2Br)C1)N1CCCCC1 (configuration not stated)	12	17	1	6	4	15	-5	-0.9	4	5	5
CCN(CC)CCCNC(=O)Cn1cnc2sc(C)c(S(=O)(=O)N3CCC(C)CC3)c2c1=O	-7	0	13	0	11	5	-9	5.3	-8	-6	-7
O=C(Cn1cc2c(n1)CCCCC2)N1CCc2ccccc2C1	-8	3	-25	-7	16	-9	4	0.1	-5	-7	2
CC(=O)Nc1cc2c3c(cccc3c1)-c1ccccc1-2	-27	-65	-58	4	-70	-17	22*	-1.6	-32	24*	7
O=C(NCCS(=O)(=O)NCc1ccc2c(c1)OCO2)c1ccccc1	17	-12	4	-1	8	-13	9	-0.7	0	6	-4
Cc1ccccc1CCNC(=O)c1ccc(Cl)c(S(=O)(=O)N2CC(C)OC(C)C2)c1 (configuration not stated)	67*	18	10	11	24	29	4	-1.7	21	-1	-4
NC(=O)c1ccccc1OCC(=O)Nc1ccc2c(c1)CCC2	-23	-64	-64	16	-79	-92	10	-2.6	-3	3	-2
Cc1nc2c(-c3ccc(F)cc3)c(C)nn2c(C)c1CCC(=O)NC(C)CCc1ccco1 (configuration not stated)	7	1	-19	14	12	16	6	-0.7	-12	-1	20

Brought forward from above: three compounds; new compounds follow.
SMILES	COUP-TFII inh	NCOA1 inh	NR5A2 inv ag	MC4R antag cAMP	SRC3 inh	SRC2 inh	NOD2-RIPK2 inh	MC4R barr agon	LMP1 NFkB inh	TLR9-MyD88 inh	ABHD5-PLIN5 inh
Cc1ccccc1CCNC(=O)c1ccc(Cl)c(S(=O)(=O)N2CC(C)OC(C)C2)c1 (configuration not stated)	67*	18	10	11	24	29	4	-1.7	21	-1	-4
NC(=O)c1ccccc1OCC(=O)Nc1ccc2c(c1)CCC2	-23	-64	-64	16	-79	-92	10	-2.6	-3	3	-2
Cc1nc2c(-c3ccc(F)cc3)c(C)nn2c(C)c1CCC(=O)NC(C)CCc1ccco1 (configuration not stated)	7	1	-19	14	12	16	6	-0.7	-12	-1	20
COc1ccc(CNC(=O)C2CC(=O)N(c3ccc(OCC(=O)N4CCCCC4)cc3)C2)cc1 (configuration not stated)	13	-3	12	3	8	-30	-28	4.4	3	3	2
CCC1CN(C(=O)N2CCC(C(=O)NCc3cccc(F)c3)CC2)c2ccccc2O1 (configuration not stated)	0	14	1	5	7	9	-1	-1.4	11	10	8
NS(=O)(=O)c1ccc(CCNC(=O)CSc2ccc3ccccc3c2)cc1	13	-3	7	17	17	15	-3	-0.9	-6	8	2
Cc1ccc(SCc2ccc(C(=O)Nc3cccc([N+](=O)[O-])c3)cc2)cc1	-9	-6	15	3	-6	2	-13	27*	-6	-2	-2
c1nc(NCC2CCCO2)c2[nH]cnc2n1 (configuration not stated)	2	9	4	10	-12	16	0	0.1	39	2	-4
NC(=O)c1c(NC(=O)c2cccnc2)sc2c1CCCC2	-5	-126	-26	-2	-13	4	-10	2.7	-22	.	7
Cc1ccc(NC(=O)N/C=C/c2ccco2)cc1	19	-22	-4	3	7	-14	-3	0.6	5	1	8
O=C(NCc1ccco1)c1cc(-c2ccccc2)nc2ccccc12	-14	-7	10	-3	-1	-21	-4	-0.7	7	-14	4
CN(C)C(=O)c1cn(-c2ccccc2)nc1-c1cc2ccccc2o1	12	2	8	-1	-4	3	-2	1.4	1	-8	-4
O=C(CCn1c(=O)c2cccn2c2cccnc21)N1CCN(c2cccc(Cl)c2)CC1	.	3	13	-17	0	.	-2	-2.2	6	-4	-2
C/C(N)=C(/C#N)C(=O)COC(=O)c1ccccc1O	2	-7	-17	7	1	-23	3	0.9	-1	-6	-2
CCC/C(=N\NC(=O)c1cccc(C)c1)c1ccccc1	-20	-49	-52	7	-31	1	-2	-1.9	3	-2	-5
CC(=O)Nc1ccc(S(=O)(=O)NNC(=O)c2cccc(Cl)c2)cc1	7	5	-13	0	9	10	-16	-0.4	0	3	10
COc1ccccc1CCNC(=O)c1ccccc1SCC(=O)N1CCCC1	-12	-16	3	-1	-34	16	2	-0.6	-8	-1	0
CCC(CC)c1nnc(NC(=O)c2cccnc2SC)s1	-3	-6	-3	5	13	16	-13	0.7	-4	-3	-2
Cc1ccc(-c2csc(NCCc3nc4cc(Cl)c(Cl)cc4n3CCCO)n2)cc1	1	-20	-13	6	-8	6	0	0.7	-23	-2	-3
NC(=O)CSc1nnc(-c2cccc(S(=O)(=O)N3CCOCC3)c2)n1C1CCCCCC1	4	-4	-4	6	4	-11	-12	-1.8	7	-7	2
O=C(NCc1nnnn1-c1ccc(F)cc1)C1CC(=O)N(c2ccc(F)cc2)C1 (configuration not stated)	0	2	-7	14	10	-12	-3	-1.2	-6	-3	-5
NC(=O)Cn1cc(/C=N\NS(=O)(=O)c2ccccc2)c2ccccc21	19	-6	3	2	-2	-8	-15	-1.8	5	-7	6
O=Cc1c(N2CCOCC2)nc2ccccn2c1=O	0	-39	5	-2	-2	-31	6	-1.4	-7	5	4
COCC(=O)N1CCC(n2nccc2NC(=O)CCOc2ccccc2)CC1	-30	-65	-18	-2	-30	-14	-7	0.6	-5	4	-4
Cc1cc2oc(=O)cc(CN3CCN(S(=O)(=O)c4cccs4)CC3)c2cc1C(C)C	-2	-15	-14	7	17	-8	-11	0.9	7	3	0
COc1cc(/C=C\C(=O)O)cc(S(=O)(=O)N2CCCCCC2)c1OC	3	-2	7	2	-1	1	4	-2.6	-1	-6	-5
COc1ccc(OC)c(CNc2c(C=O)c(=O)[nH]c3ccccc23)c1	10	-32	-4	4	-3	-31	-9	-0.1	0	2	1
Cc1ccc(Cl)cc1N1CCN(C(=O)c2ccc(NC3=NC4CS(=O)(=O)CC4S3)cc2)CC1 (configuration not stated)	1	-13	-5	2	5	2	-5	-0.9	6	0	-6
CCn1c(=S)sc2c(=O)n(CC(=O)NC(C)CCc3ccccc3)c(C)nc21 (configuration not stated)	-12	5	31	-1	5	-7	-11	-1.9	5	-5	0
NC(=S)N/N=C/c1ccc(-c2cc(Cl)ccc2Cl)o1	3	-2	23	-4	0	11	-9	0.4	-10	1	-9
CC(C)c1ccc(NC2CCCN(C(=O)CN3CCCCC3=O)C2)cc1 (configuration not stated)	-5	-16	-25	0	7	4	-3	1.2	-5	-2	-10
CNS(=O)(=O)c1cc2c3c(cccc3c1)C(=O)NC2=O	7	13	31	-3	-1	-15	3	-0.1	13	-2	-2
NC(=O)C[C@H](N)c1cn([C@@H](CC(N)=O)C(=O)N2CCNCC2)nn1	14	-10	-19	7	-4	-13	-3	0.8	-1	-1	-2
CC(C)OC(=O)c1cccc2c1C(=O)c1ccccc1-2	-20	-51	-40	-4	-21	-23	-7	0.1	-14	-4	1
CCc1cc2c(=O)n(CCC(C)C)c(=S)[nH]c2s1	-7	10	-11	4	1	0	-1	-2.6	-4	8	1
CCOC(=O)C1CCN(CC(=O)Nc2c(C(=O)OC)[nH]c3cccc(Cl)c23)CC1	-3	9	10	-19	-9	-16	-12	-1.2	-2	2	8
CCCn1c(SCC(=O)Nc2nc3c(s2)CCCC3)nc2c1c(=O)n(C)c(=O)n2C	2	17	12	-2	7	-6	-5	-1.9	38	-2	-2
O=[N+]([O-])c1ccc(C(=S)N2CCN(c3ccc(F)cc3)CC2)cc1	-2	-30	8	-5	4	-6	-15	-0.8	6	4	-8
CCc1c(C)nc2ncnn2c1NCCc1ccc(OC)cc1	58*	26	48	-17	9	13	-2	0.2	14	-4	-3
CCCN(CC(=O)Nc1ccccc1C)C(=O)c1ccc(C)c(S(=O)(=O)N2CCCCC2)c1	11	-25	7	4	10	7	0	-1.6	-4	-1	1
CS(=O)(=O)N1CCCC(C(=O)Nc2ccc(F)cc2F)C1 (configuration not stated)	-1	0	-6	0	4	-29	2	-3.6	-6	6	-3
CCCCC1=CC2=CC(=O)C(C)(OC(=O)CC)C(=O)C2=CN1CCCOC(C)C (configuration not stated)	-3	-5	3	7	10	-17	3	-1.2	2	3	-6
O=C(Cc1cccs1)N1CCN=C1SCc1ccccc1F	12	-22	-14	18	3	15	2	1.1	7	-4	-7
CCN(CC)C(=O)c1cnn(-c2ccccc2)c1NC(=O)c1ccco1	-1	3	4	3	19	3	-10	-0.3	8	-12	-1
Cc1cc(C)n(-c2ccc(S(=O)(=O)N3CCOCC3)cc2[N+](=O)[O-])n1	-4	-1	1	8	15	21	1	-1.4	-2	4	-2
Cc1ccc(S(=O)(=O)Nc2c(C)nc3nc(C)[nH]n3c2=O)cc1	-1	-7	4	1	-11	3	7	3.2	-2	3	1
COc1ccc(C(C(=O)NC2CCCCC2)N(C(=O)c2cccs2)c2ccc3c(c2)OCO3)cc1 (configuration not stated)	-1	-7	19	6	8	6	-3	2.5	-1	-5	6
Cc1cc(OCc2nnc(SC(C)C(=O)O)n2Cc2ccccc2)ccc1Cl (configuration not stated)	-5	6	-20	-6	9	-18	-3	-0.2	8	.	-8
COc1ccc2c(c1)CCc1cn3nc(C)cc3nc1-2	-1	-1	16	0	1	-2	10	3.0	4	3	9
O=C(COc1ccc(Cl)cc1)Nc1ccccc1C(=O)NCc1ccco1	0	-5	-4	-5	-18	13	-2	5.7	11	-8	-2
C=CCn1c2ccccc2c2nnc(SCc3[nH]c(=O)[nH]c3C(=O)CCCCC(=O)OCC)nc21	2	4	9	-12	8	4	0	1.9	2	-3	-1
O=C(NCCc1ccncc1)Nc1ccc(F)cc1	20	-15	4	-3	12	19	-6	1.8	-6	5	12
CC(=O)N1CCN(C(=O)c2cc(S(=O)(=O)N(C)c3ccc(F)cc3)ccc2Cl)CC1	12	-17	9	7	12	12	-2	-4.0	-8	-6	3
